Bioassay records deposited in PubChem by National Center for Advancing Translational Sciences (NCATS).
DT40 TDP1 no CPT: qHTS for Inhibitors of human tyrosyl-DNA phosphodiesterase 1 (TDP1): qHTS in cells in absence of CPT; DT40 Tdp1-/- hTDP1 cells, no CPT, ATP luminescence, 48 h; Potency, µM (top dose mostly 46.2 µM), inactives show at the highest dose activity change, negative = growth inhibition, most hits filed as inhibitors; 420,000 tested, 15% active; AID 686978, 2013; further: nearly all actives have a fitted effect of over 55% in size
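Stably hTDP1-transfected Tdp1-null chicken DT40 cells were treated with library compounds minus camptothecin and grown for at least 48 hr at 37 °C, after which cellular ATP was quantified by luminescence.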
TDP1 block: blocks human tyrosyl-DNA phosphodiesterase 1. AID 485290. recombinant TDP1, AlphaScreen DNA substrate cleavage. Potency, µM (highest dose often 130 µM), without a hit: at the top dose activity change, negative = inhibition, most hits filed as inhibitors. 350,000 tested, 0.28% active; further: nearly all actives have a fitted effect of over 40% in size
Target sequence (Q9NUW8 whole entry, looked up): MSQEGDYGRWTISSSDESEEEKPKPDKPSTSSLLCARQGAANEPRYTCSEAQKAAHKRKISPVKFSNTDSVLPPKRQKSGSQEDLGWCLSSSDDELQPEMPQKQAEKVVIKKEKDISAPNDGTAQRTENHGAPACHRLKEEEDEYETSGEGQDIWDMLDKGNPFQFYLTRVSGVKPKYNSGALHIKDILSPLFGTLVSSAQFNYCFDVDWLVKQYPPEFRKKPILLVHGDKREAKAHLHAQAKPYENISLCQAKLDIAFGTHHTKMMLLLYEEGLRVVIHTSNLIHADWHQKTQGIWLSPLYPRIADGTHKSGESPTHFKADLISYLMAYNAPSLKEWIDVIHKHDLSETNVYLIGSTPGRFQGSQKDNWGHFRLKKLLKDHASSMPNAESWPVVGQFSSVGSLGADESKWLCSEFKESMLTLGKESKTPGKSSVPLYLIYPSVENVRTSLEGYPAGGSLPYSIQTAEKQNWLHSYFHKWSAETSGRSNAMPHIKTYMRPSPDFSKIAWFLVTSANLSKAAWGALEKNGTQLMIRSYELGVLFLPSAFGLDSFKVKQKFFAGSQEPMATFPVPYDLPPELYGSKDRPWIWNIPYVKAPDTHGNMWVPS
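Recombinant E. coli-expressed Tdp1 (1 nM) preincubated with compound 15 min at RT, then 5'-biotin/3'-phosphotyrosine-FITC DNA substrate (15 nM) added for 5 min. AlphaScreen beads (10 ug/ml) added, 10 min RT; tyrosine-FITC cleavage read as signal loss.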
DT40 TDP1 CPT: growth inhibition of DT40 Tdp1-/-;hTDP1 cells with camptothecin (screen for TDP1 inhibitors) | chicken DT40 Tdp1-/-;hTDP1 cells + 20 nM CPT, ATP luminescence, 48 h | Potency, µM (top dose mostly 46.2 µM), for the others: at the top dose activity change, negative = growth inhibition, usual class: inhibitors | 420,000 tested, 12% active; further: nearly all actives have a fitted effect of over 55% in size
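Cell growth measured by CellTiter-Glo luminescence after a minimum 48 h, 37 C compound exposure with 20 nM CPT in Tdp1-knockout DT40 cells stably expressing hTDP1, seeded 400/well; qHTS titration format.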
Starred values were filed as active, the others as inactive; [ ] = dose if it differs, or a comment. The call rests on the fitted dose curve; in most records, active means well fitted curve in the direction sought with a large enough effect; inconclusive means small, poorly fitted or top-dose-only effect, or another doubt; inactive means no such curve, though single readings can be large; an effect the other way counts as inactive or inconclusive. On the % scale 0 is the no-effect control and ±100 the full control effect; potency means the concentration at half of the fitted maximal effect.

Cc1[nH]n(-c2ccc(Cl)cc2)c(=O)c1C=NC12CN3CN(CN(C3)C1)C2 was read as DT40 TDP1 no CPT -24%, TDP1 block 5% and DT40 TDP1 CPT -14%.
Screening CC(C)Sc1nc2ccccc2n1CC(=O)O returned DT40 TDP1 no CPT -4%, TDP1 block 3% and DT40 TDP1 CPT 1%.
Screening c1ccc(CNc2ncnc3c2cnn3-c2ccccc2)cc1 returned DT40 TDP1 no CPT 4.6µM*, TDP1 block 4% and DT40 TDP1 CPT 5.8µM*.
Cc1ccnc(NC(=O)CCC(=O)N(CC(=O)NC2CCCCC2)C2CCCC2)c1 was read as DT40 TDP1 no CPT -24% and DT40 TDP1 CPT -25%.
`CC(NC(=O)CSc1n[nH]c(-c2ccccc2Cl)n1)c1nc2ccccc2[nH]1` (stereo not drawn) gave DT40 TDP1 no CPT -3%, TDP1 block 0% and DT40 TDP1 CPT -6%.
C=C(C)COc1ccc2c(C)c(C)c(=O)oc2c1OCC(=C)C was read as DT40 TDP1 no CPT inconclusive, TDP1 block -2% and DT40 TDP1 CPT inconclusive.
For Nc1nc(CSc2nc3ccccc3s2)nc(N2CCCCC2)n1 the results were DT40 TDP1 no CPT -21%, TDP1 block 8% and DT40 TDP1 CPT 2%.
`CCOc1ccc(N2C(=O)CC(NCCNc3ccc([N+](=O)[O-])cn3)C2=O)cc1` (stereo not drawn) gave DT40 TDP1 no CPT 8%, TDP1 block 6% and DT40 TDP1 CPT 1%.
`COc1ccc(C(=O)Nc2ccc(-c3nnc4n3CCCCC4)cc2)cc1OC` gave DT40 TDP1 no CPT 13µM*, TDP1 block 9% and DT40 TDP1 CPT 13µM*.
Screening CC(C)(C)c1ccc(C2Sc3ccccc3NC3=C2C(=O)c2ccccc23)cc1 (stereo not drawn) returned DT40 TDP1 no CPT inconclusive, TDP1 block 5%[12.3 µM] and DT40 TDP1 CPT 16µM*.
For Cc1ccc2[nH]c(CNC(=O)c3ccc(F)cc3)cc2c1 the results were DT40 TDP1 no CPT 2%, TDP1 block 4% and DT40 TDP1 CPT 1%.
For O=C(NC1c2ccccc2-c2ccccc21)N1CCCCC1 the results were DT40 TDP1 no CPT inconclusive, TDP1 block 0% and DT40 TDP1 CPT -28%.
For CCOC(=O)c1ccc(NC(=O)CCS(=O)(=O)c2ccc3c(c2)oc(=O)n3C)cc1 the results were DT40 TDP1 no CPT inconclusive, TDP1 block 5% and DT40 TDP1 CPT -5%.
For S=c1nccc(-c2ccc(Cl)cc2)[nH]1 the results were DT40 TDP1 no CPT 21µM*, TDP1 block 0% and DT40 TDP1 CPT inconclusive.
CC(=O)N1CCN(Cc2nc3cc(NC(=O)NC4CCCCC4)ccc3n2C)CC1 was read as DT40 TDP1 no CPT 0%, TDP1 block -5% and DT40 TDP1 CPT 9%.
Screening COc1ccc(/C=C2/SC(=S)N(CCCC(=O)Nc3cccc(O)c3)C2=O)cc1 returned DT40 TDP1 no CPT inconclusive, TDP1 block 0% and DT40 TDP1 CPT inconclusive.
For C[C@@H]1CN([C@H](C)CO)C(=O)CCCn2nncc2CO[C@H]1CN(C)Cc1ccc(Cl)c(Cl)c1 the results were DT40 TDP1 no CPT inconclusive and DT40 TDP1 CPT -23%.
For CCOc1ccc(CN2C(=O)c3ccccc3C2C(=O)NCCc2ccc(OC)c(OC)c2)cc1 (stereo not drawn) the results were DT40 TDP1 no CPT inconclusive, TDP1 block 10% and DT40 TDP1 CPT inconclusive.
COc1ccc2oc(C(=O)OCc3nnc(-c4ccccc4)o3)c(C)c2c1 was read as DT40 TDP1 no CPT -17% and DT40 TDP1 CPT -11%.
Screening CC1(C)C(CSc2nc3ccccc3[nH]2)C1(Cl)Cl (stereo not drawn) returned DT40 TDP1 no CPT inconclusive, TDP1 block -3% and DT40 TDP1 CPT 23µM*.
COc1ccc(-c2cc3nc(C4CCN(C(=O)OC(C)(C)C)CC4)c(C(=O)O)cn3n2)cc1 was read as DT40 TDP1 no CPT inconclusive, TDP1 block 3% and DT40 TDP1 CPT inconclusive.
For COc1ccccc1NC(=O)COc1ccc(/C=N/NC(=O)c2cccnc2)cc1 the results were DT40 TDP1 no CPT inconclusive, TDP1 block 4% and DT40 TDP1 CPT -8%.
Screening CC1(C)C2(C#N)C(=O)NC(=O)C12C#N (stereo not drawn) returned DT40 TDP1 no CPT -13% and DT40 TDP1 CPT -20%.
Cc1cc(C)n2nc(S(=O)(=O)NC(C)(C)C)nc2n1 was read as DT40 TDP1 no CPT 10%, TDP1 block -2% and DT40 TDP1 CPT -1%.
Screening O=C(C(NS(=O)(=O)c1cccc2nsnc12)c1ccccc1)N1CCN(c2ccccc2)CC1 (stereo not drawn) returned DT40 TDP1 no CPT inconclusive, TDP1 block 1% and DT40 TDP1 CPT inconclusive.
Cc1cc2cc(CN(Cc3cccs3)C(=S)NCC3CCCO3)c(=O)[nH]c2cc1C (stereo not drawn) was read as DT40 TDP1 no CPT inconclusive, TDP1 block 11% and DT40 TDP1 CPT inconclusive.
COc1ccc(S(=O)(=O)N(CC(=O)NCCCN(C)C)c2ccc(C)cc2)cc1OC was read as DT40 TDP1 no CPT -7%, TDP1 block 3% and DT40 TDP1 CPT -24%.
`C=CCNC(=O)C1CC(=O)N(c2ccc(OCc3ccc(F)cc3)cc2)C1` (stereo not drawn) gave DT40 TDP1 no CPT -13%, TDP1 block 3% and DT40 TDP1 CPT -11%.
For CCn1c2ccccc2c2nnc(SCC(=O)O)nc21 the results were DT40 TDP1 no CPT -20%, TDP1 block 0%[12.3 µM] and DT40 TDP1 CPT -2%.
Screening OC1(C(F)(F)F)CC(c2ccc3ccccc3c2)=NO1 (stereo not drawn) returned DT40 TDP1 no CPT 4% and DT40 TDP1 CPT 14%.
`CCS(=O)(=O)c1nc(S(=O)(=O)c2ccc(C)cc2)c(NC(C)c2ccccc2)s1` (stereo not drawn) gave DT40 TDP1 no CPT inconclusive, TDP1 block 3% and DT40 TDP1 CPT inconclusive.
C#CCOCCOCCOCCNc1nc(N2CCN(C(=O)[C@H]([C@@H](C)CC)n3cc([C@@H](N)CC(C)C)nn3)CC2)nc(N2CCN(C(=O)[C@H](Cc3cc4ccccc4[nH]3)n3cc([C@@H](N)Cc4ccc(O)cc4)nn3)CC2)n1 was read as DT40 TDP1 no CPT inconclusive, TDP1 block 8% and DT40 TDP1 CPT inconclusive.
`Cc1cc(NC(=O)CSc2cn(C)c3ccccc23)no1` gave DT40 TDP1 no CPT -6%, TDP1 block 2% and DT40 TDP1 CPT -6%.
Screening CCCS(=O)(=O)N1CCC(C(=O)NCCCOC(C)C)CC1 returned DT40 TDP1 no CPT -7%, TDP1 block 1% and DT40 TDP1 CPT -11%.
`C=C1CCN([C@@H](C)C(=O)NCc2cc(OC)c(OC)c(OC)c2)S(=O)(=O)c2ccccc21` gave DT40 TDP1 no CPT inconclusive and DT40 TDP1 CPT inconclusive.
COc1ccc(C(O)Cc2nccn2C)cc1 (stereo not drawn) was read as DT40 TDP1 no CPT -16% and DT40 TDP1 CPT -18%.
CCOc1cccc(Nc2cc3n(c(=O)n2)CCc2cc(OC)c(OC)cc2-3)c1 was read as DT40 TDP1 no CPT 14%, TDP1 block 6% and DT40 TDP1 CPT -14%.
For O=C(O)C1C2C=CC(C2)C1C(=O)NCCCN1CCCC1=O (stereo not drawn) the results were DT40 TDP1 no CPT -8%, TDP1 block -2% and DT40 TDP1 CPT -16%.
COc1ccc(NC(=O)c2c(NCc3cccc(F)c3)sc3c2CCCC3)c(OC)c1 was read as DT40 TDP1 no CPT inconclusive, TDP1 block 8% and DT40 TDP1 CPT inconclusive.
COc1ccc(CNC(=O)C(c2ccco2)N(C(=O)CNS(=O)(=O)c2ccccc2)c2ccccc2C)cc1 (stereo not drawn) was read as DT40 TDP1 no CPT inconclusive, TDP1 block 8% and DT40 TDP1 CPT inconclusive.
`COC(=O)N/N=C/c1cc(Br)ccc1O` gave DT40 TDP1 no CPT -14%, TDP1 block 0% and DT40 TDP1 CPT -1%.
For Cc1ccc(-c2noc(C(C)NS(=O)(=O)c3ccc(C)cc3)n2)cc1 (stereo not drawn) the results were DT40 TDP1 no CPT 21µM*, TDP1 block 6% and DT40 TDP1 CPT inconclusive.
Screening COC(=O)c1nc(Cl)c(Cl)c(N)c1Cl returned DT40 TDP1 no CPT -1%, TDP1 block 0% and DT40 TDP1 CPT 8%.
`COc1ccccc1CNS(=O)(=O)c1cccc2nsnc12` gave DT40 TDP1 no CPT inconclusive, TDP1 block 2% and DT40 TDP1 CPT 18%.
`COc1cccc(-c2nnc(NC(=O)CCS(=O)(=O)c3ccc(C)cc3)o2)c1` gave DT40 TDP1 no CPT inconclusive, TDP1 block 2% and DT40 TDP1 CPT inconclusive.
O=c1c2ccccc2nc(-c2ccco2)n1CCCn1ccnc1 was read as DT40 TDP1 no CPT -7%, TDP1 block 4% and DT40 TDP1 CPT -25%.
`CC(Nc1nc(N2CCCC2)nc2ccccc12)c1ccccc1` (stereo not drawn) gave DT40 TDP1 no CPT 21µM*, TDP1 block 0% and DT40 TDP1 CPT 23µM*.
For Cc1sc2ncnc(N(C)Cc3cccs3)c2c1C the results were DT40 TDP1 no CPT inconclusive, TDP1 block -1% and DT40 TDP1 CPT inconclusive.
CCSc1ccccc1C(=O)NCCc1ccccc1 was read as DT40 TDP1 no CPT inconclusive, TDP1 block 10% and DT40 TDP1 CPT -8%.
C=CCn1c(O)c(C(CC)=Nc2ccccc2NC(=O)CC)c(=O)[nH]c1=O was read as DT40 TDP1 no CPT 6%, TDP1 block 5% and DT40 TDP1 CPT -5%.
Screening CC(OC(=O)CNC(=O)c1sc2ccccc2c1Cl)c1ccccc1 (stereo not drawn) returned DT40 TDP1 no CPT -6%, TDP1 block -5% and DT40 TDP1 CPT -17%.
For Cc1ccc(C(=O)N[C@@H](Cc2ccccc2)C(=O)N2CCC3(CC2)NCCc2[nH]cnc23)cc1C the results were DT40 TDP1 no CPT inconclusive, TDP1 block 5% and DT40 TDP1 CPT inconclusive.
Screening O=[N+]([O-])c1cc2c(cc1CN1CCN(c3ccccc3F)CC1)OCO2 returned DT40 TDP1 no CPT 8% and DT40 TDP1 CPT -1%.
Cc1ccc(NC(=O)CSc2nc(-c3ccco3)cc(C(F)(F)F)n2)cc1 was read as DT40 TDP1 no CPT 3.3µM*, TDP1 block -1% and DT40 TDP1 CPT 2.1µM*.
Screening CCc1ccccc1NC(=O)Cn1c(=O)n(-c2ccc(C)cc2)c(=O)c2cc(OC)c(OC)cc21 returned DT40 TDP1 no CPT 4%, TDP1 block 2% and DT40 TDP1 CPT 3%.
Screening CN(C(=O)c1ccc(NC(=O)Cc2cccc(NC(=O)C3CCCN(C(=O)C4CCCC4)C3)c2)cc1)C1CC1 (stereo not drawn) returned DT40 TDP1 no CPT inconclusive and DT40 TDP1 CPT -26%.
`COc1ccc(C(=O)CC(=O)c2ccc(OC)cc2)cc1` gave DT40 TDP1 no CPT -12% and DT40 TDP1 CPT 2%.
